High-throughput results: PubChem BioAssay, National Center for Advancing Translational Sciences (NCATS)
D1 agonist = agonists of human D1 dopamine receptor. activation, % at 2 µM. HEK293 T-REx D1 cells, calcium flux, agonist mode. AID 504660. actives 1% (n = 360,000); in the data active means activation above about 30%; further: 0% is about no effect
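Agonism was scored from calcium flux recorded over 180 s (1 read/s) after pintool compound addition, following a 10-cycle baseline. Cells were inducible force-coupled HEK293 TREx D1, plated overnight at 30 C and loaded with no-wash calcium dye.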
RXFP1 ag = RXFP1 (human) receptor agonism | Q9HBX9 | HEK293T-RXFP1 cAMP TR-FRET, 30 min; response scale: percent of porcine relaxin response, buffer zero | Potency, µM (titrated, usually from 57.5 µM), for inactives: at the top dose activation, most hits filed as activators | actives 0.3% (n = 370,000); active means well fitted activation curve with a large enough effect; inconclusive means small, poorly fitted or top-dose-only effect; further: potency means the concentration at half of the fitted maximal effect; on the % scale 0 is the no-effect control and ±100 the full control effect; nearly all actives have a fitted effect of over 60% in size; many of its hits are not listed in these tables
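HEK293 cells stably expressing RXFP1, treated 30 min at 37C with compounds plus PDE4 inhibitor Ro 20174; cAMP measured by HTRF TR-FRET. Normalized to buffer and 29 nM porcine relaxin; EC50 by Hill fit.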
D1 PAM = potentiators of human D1 dopamine receptor; actives 0.036% (n = 360,000); P21728; HEK293 TREx D1 cells, calcium flux, dopamine EC20 potentiation; potentiation, % at 10 µM; in the data active means potentiation above about 30%; further: 0% is about no effect
D2 PAM = positive allosteric modulators of human D2 dopamine receptor; P14416; HEK293 T-REx D2, calcium flux, EC20 dopamine potentiation; potentiation, % at 10 µM; actives 0.34% (n = 340,000);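 active means potentiation over 3 SD above the plate norm, cut at about 30% in these data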; further: 0% is about no effect
Target sequence (P14416 whole entry, looked up): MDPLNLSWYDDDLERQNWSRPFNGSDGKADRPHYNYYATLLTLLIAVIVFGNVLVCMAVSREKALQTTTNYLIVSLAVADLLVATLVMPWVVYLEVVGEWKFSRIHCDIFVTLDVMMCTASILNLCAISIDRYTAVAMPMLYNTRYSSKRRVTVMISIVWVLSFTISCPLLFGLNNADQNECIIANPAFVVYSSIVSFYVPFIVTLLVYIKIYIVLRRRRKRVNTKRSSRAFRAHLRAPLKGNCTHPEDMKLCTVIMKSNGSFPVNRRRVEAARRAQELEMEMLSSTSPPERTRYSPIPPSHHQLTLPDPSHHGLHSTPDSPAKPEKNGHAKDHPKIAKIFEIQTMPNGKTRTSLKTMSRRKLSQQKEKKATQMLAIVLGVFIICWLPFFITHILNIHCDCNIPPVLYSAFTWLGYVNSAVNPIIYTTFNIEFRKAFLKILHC
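Potentiation of an EC20 dopamine calcium response measured kinetically over 180 s, after a preceding 180 s compound-only read flagging agonists. Cells: inducible Hek293 Trex D2 line, 4000/well, cultured overnight at 30 C before dye loading.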
D2 ag = agonists of human D2 dopamine receptor; HEK293 T-REx D2 cells, calcium flux agonist mode; activation, % at 2 µM; P14416; actives 0.53% (n = 340,000); AID 485358;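 active means activation over 3 SD above normal in the single-dose calcium agonist read, cut at about 30% in these data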; further: 0% is about no effect
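In this primary screen, compounds producing a positive calcium signal within 180 s of addition to tetracycline-induced, force-coupled HEK293 Trex D2 cells are flagged; cells are dye-loaded with a no-wash calcium kit beforehand.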
D1 antag = antagonists of human D1 dopamine receptor; P21728; HEK293 TREx D1 cells, calcium flux, dopamine EC80; hits give low values; activity change, negative = inhibition, % at 10 µM; actives 3.2% (n = 360,000); AID 504652; in the data active means activity change below about -30%; further: on the % scale 0 is the no-effect control and ±100 the full control effect
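Tetracycline-induced HEK293 T-REx cells with force-coupled D1 receptor were loaded with a no-wash calcium dye. Compound was added after a 10 s baseline and read kinetically for 180 s; EC80 dopamine was then added and calcium flux followed another 180 s.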
D2 antag = antagonists of human D2 dopamine receptor; HEK293 TREx D2 cells, calcium flux, dopamine EC80; inhibition, % at 10 µM; P14416; actives 2% (n = 340,000); in the data active means inhibition above about 30%; further: 0% is about no effect
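Compounds are added to dye-loaded, induced HEK293 T-REx cells coupled to calcium release via D2; after a 3 min kinetic read an EC80 dopamine stimulus is given and fluorescence is recorded for 3 more min.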
TRHR enhancer = allosterically enhances the human TRH receptor. TRHR cells, fluo-8 calcium fluorescence, EC20 TRH enhancement. enhancement, % at 2 µM. P34981. actives 0.66% (n = 360,000); in the data active means enhancement above about 30%; further: 0% is about no effect
Target sequence (P34981 whole entry, looked up): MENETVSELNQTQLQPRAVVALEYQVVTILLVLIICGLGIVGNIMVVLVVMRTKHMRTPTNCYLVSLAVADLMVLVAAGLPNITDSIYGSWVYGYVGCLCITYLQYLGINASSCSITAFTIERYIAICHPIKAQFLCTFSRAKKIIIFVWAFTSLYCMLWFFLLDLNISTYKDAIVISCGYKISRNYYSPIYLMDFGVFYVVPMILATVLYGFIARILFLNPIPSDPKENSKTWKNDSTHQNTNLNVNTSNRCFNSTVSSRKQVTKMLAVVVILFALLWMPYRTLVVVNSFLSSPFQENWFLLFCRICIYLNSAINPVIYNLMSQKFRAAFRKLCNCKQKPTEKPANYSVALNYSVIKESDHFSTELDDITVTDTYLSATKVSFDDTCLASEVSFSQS
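Enhancer read-out: after compound pinning and an initial kinetic agonist-mode read, an EC20 of TRH (10 nM final) was injected and fluo-8 calcium signal (Ex 480/Em 530) followed at 1 s/cycle for 100 cycles in TRHR-expressing cells.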
RXFP1 antagonist = antagonists of human relaxin receptor RXFP1. Q9HBX9. HEK293-RXFP1, relaxin-stimulated cAMP HTRF, 30 min; hits give low values. activity change, negative = inhibition, % at 57.5 µM. actives 0.59% (n = 350,000). AID 1259400;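 active means activity change of -60% or lower, but not beyond a set lower limit; inconclusive means change between -60% and -40%, or beyond the set limit; inactive means change above -40%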; further: on the % scale 0 is the no-effect control and ±100 the full control effect
Active calls of the source: *; ? = inconclusive; . = not tested or not shown; & = joins results of further samples. Not all compounds are listed. The share of hits here may be higher or lower than overall.

SMILES	D1 agonist	RXFP1 ag	D1 PAM	D2 PAM	D2 ag	D1 antag	D2 antag	TRHR enhancer	RXFP1 antagonist
COc1ccc(OCC(=O)N2CCN(C(=O)c3ccc(OC)cc3)CC2)cc1	-1	-0.7%	-4	8	1.1	-22	.	2	.
CCOC(=O)c1ccc(NC(=O)C(=O)NCc2ccncc2)cc1	2	2.2%	0	2	-1.2	-9	-6	0	-6
CCCOc1ccc2cc(-c3ccccn3)c(=O)oc2c1	6	3.4%	2	-7	-0.7	10	0	-3	-15
CC#CCN(CC#CC)S(=O)(=O)c1ccc(-n2cnnn2)c(OC)c1	1	0.6%	-5	-10	-0.3	5	3	-7	0
COc1ccc(-c2noc(CCC(=O)NCCc3ccccc3)n2)cc1OC	4	1.7%	-3	-2	0.5	-5	1	6	-1
O=C(Nc1ccccc1)c1cccc(-c2nnc(-c3ccccc3)o2)c1	4	-1.8%	0	0	-0.3	-10	11	14	-7
Cc1csc(NC(=O)C2CC(=O)N(c3ccc4c(c3)OCCO4)C2)n1 (configuration not stated)	1	1.0%	-1	6	-0.1	-8	2	5	-2
C=CCN(C(=O)Nc1ccccc1)C1CC(=O)N(c2ccc(OC)cc2)C1=O (configuration not stated)	-1	-1.1%	6	8	1.1	4	2	5	1
Cc1ccc(C(=O)N2CCC(C(=O)c3c(C)cc(C)cc3C)CC2)cc1	2	0.0%	1	-4	0.5	-22	-12	14	-27
CS/C(=N\NC(N)=O)c1ccccc1	1	0.8%	-4	-4	-0.7	-13	3	-2	-8
O=C(CCSCCC(=O)NCC1CCCO1)NCC1CCCO1 (configuration not stated)	1	0.5%	2	-1	-0.5	7	-4	-3	-3
CC1CCN(S(=O)(=O)c2ccc3c(c2)N(CC(=O)NCc2ccccc2)C(=O)CO3)CC1	0	4.0%	0	3	.	-11	.	-3	.
CCOC(=O)c1cc2c(=O)n3ccccc3nc2n(CCOC)c1=NC(=O)c1c(-c2c(F)cccc2Cl)noc1C	2&-1	2.3%&5.2%	1&1	-2&16	2.7&0.1	6&-9	-1	3&-3	-13
N#Cc1cccc(NC(=O)C2CCN(c3cnccn3)CC2)c1	-1	-1.3%	1	11	-2.2	4	.	5	-9
CS(=O)(=O)N1CCC(C(=O)Nc2ccccc2Br)CC1	1	0.2%	-11	5	0.0	7	-2	1	9
COP(=O)(OC)C(Nc1ccc(C)cc1)c1ccc([N+](=O)[O-])cc1 (configuration not stated)	0	0.1%	-4	4	1.0	2	1	6	-5
CCN1C(=O)CC(N2CCC(Nc3ccc(OC)cc3)CC2)C1=O (configuration not stated)	3	-2.9%	5	-21	0.3	-17	7	14	-8
CC(=O)O/N=C(/C)c1ncc(C(F)(F)F)cc1N1CCOCC1	1	2.3%	0	-4	-0.3	-3	13	-2	3
COc1ccc(-c2cc(C(F)(F)F)nc(SCC(=O)N(C)Cc3cn(C)nc3C)n2)cc1OC	2	5.2%	-2	-5	-1.9	-14	-9	2	.
CCn1cc(C(=O)NCc2ccco2)c(=O)c2cc(S(=O)(=O)N3CC(C)CC(C)C3)ccc21 (configuration not stated)	3	-2.6%	-5	-8	-0.5	9	-6	2	-4
CCOc1ccccc1NC(=S)N1CCN(c2nc(-c3cccc(OC)c3)cs2)CC1	3	0.0%	-3	-4	0.3	-21	-3	-5	-1
CCOC(=O)CN1C(=O)CN(c2ccc(C)c(C)c2)C1=O	0	-1.4%	-3	13	0.7	-8	22	21	-13
O=C(CNc1ccc(Oc2ccccc2)cc1)N1CCOCC1	5	-1.0%	-4	-6	-0.7	-25	17	-6	-3
c1ccc2c(c1)CCOC2CNCCCN1CCCCC1 (configuration not stated)	3	2.5%	-2	9	5.1	-12	-39	2	.
COc1ccc(CCC(=O)Nc2nc3ccccc3[nH]2)cc1	1	-2.1%	-3	17	-0.2	2	11	-2	6
C=CCN1CC(=O)N2C(c3ccccc3)c3[nH]c4ccccc4c3C[C@H]2C1=O (some centres not stated)	4	5.6%	0	8	1.5	10	25	-2	14
COc1ccccc1N1CCN(S(=O)(=O)CCNC(=O)C23CC4CC(CC(C4)C2)C3)CC1	0	2.8%	-11	-8	-0.1	13	10	0	?
Nc1nnc(-c2cc3ccccc3oc2=O)s1	1	15%	-2	-2	-0.7	-9	6	24	-6
COc1ccc(C(=O)NCc2ccc3c(c2)CCN3C(C)=O)cc1OC	0	-0.2%	-3	-1	-0.2	5	.	-2	6
Cc1cc(C)c(NC(=O)CNC(=O)CN(C)Cc2ccc(Br)s2)c(C)c1	1	1.0%	-1	-5	0.0	-1	20	-11	1
Cc1ccc(S(=O)(=O)CCc2nc3ccccc3n2CCC#N)cc1	2	1.2%	1	6	1.4	4	-6	1	-8
Cc1ccccc1NC(=O)c1c(C)oc2ccc(O)c(CN(C)Cc3ccccc3)c12	0	-1.0%	-4	7	-1.3	-17	.	6	-11
OCC1(Cc2ccccc2)CCN(Cc2cc3ccccc3o2)CC1	5	-1.9%	-4	-24	59*	2	95*	25	-26
O=C1c2ccccc2C(=O)C1c1ccccc1F	4	3.0%	1	-10	0.2	7	2	1	8
CCOc1ccccc1N(CC(=O)NC(C)(C)C)C(=O)Cn1nnc(-c2ccc(C)o2)n1	2	-0.7%	-3	-13	-0.2	0	-2	-3	-27
COc1ccccc1C1CC(=O)NC(C)=C1C(=O)OC(C)C (configuration not stated)	2	1.5%	-5	-7	0.6	-17	-3	5	-12
Nc1ccn(CC(=O)NCc2ccc3[nH]ccc3c2)c(=O)n1	-3	0.6%	0	-2	0.0	.	7	-1	.
O=C(C1CCCN(S(=O)(=O)c2cnc[nH]2)C1)N1CC(=O)N(CCc2ccccc2)C(=O)C1 (configuration not stated)	3	0.4%	1	4	0.8	-1	-4	-2	.
C/C(=N/NC(=O)c1cc(C)[nH]n1)c1ccncc1	3	-4.2%	2	-1	0.8	3	-12	3	8
Cc1cccc(C)c1OCCOC(=O)c1cccc(S(=O)(=O)N2CCOCC2)c1	0	0.8%	2	.	.	-9	.	-2	2
O=S(=O)(Nc1cccc(-c2ccc(N3CCCC3)nn2)c1)c1cc(F)ccc1F	3	0.1%	-1	0	-0.3	-1	.	-5	-11
COC(=O)c1cc(=O)n(Cc2ccc3c(c2)OCO3)c(=Nc2ccc(F)cc2)s1	1	0.0%	-3	10	-0.8	-11	-3	2	5
COC(=O)Nc1ccc(S(=O)(=O)N2CCCc3cccc(O)c32)cc1	1	-0.7%	-8	2	-1.8	-14	6	-8	6
CCNC(=O)C1CCCN(c2nnc(C)c3c(C)n(-c4ccc(C)cc4)nc23)C1 (configuration not stated)	4	?	-1	1	-0.9	2	.	2	-6
On1onc2c3cc(-c4ccccc4)nc3ccc21	6	0.8%	-11	1	0.2	-26	-3	-15	-33
CCOC(=O)N1CCC(Nc2c(NCCCN3CCN(c4ccc(OC)cc4)CC3)c(=O)c2=O)CC1	1	-2.5%	-4	0	0.8	3	18	-8	6
O=[N+]([O-])c1cc(-n2cnnn2)ccc1N1CCC(Cc2ccccc2)CC1	-1	2.1%	-3	-12	-0.2	-35*	32*	8	5
CCOCCCNC(=O)/C(C#N)=C/c1ccc(Cl)c([N+](=O)[O-])c1	4	1.5%	-4	2	12	2	1	1	?
COc1cc(OC)c(/C=N/N2CCN(c3ccccc3OC)CC2)c(OC)c1	1	1.0%	-5	9	0.1	13	-9	-7	-3
CCSc1cnc(-c2ccccc2)n1CC	1	0.2%	-6	13	-0.5	-16	-1	0	-13
Other entries.
SMILES	D1 agonist	RXFP1 ag	D1 PAM	D2 PAM	D2 ag	D1 antag	D2 antag	TRHR enhancer	RXFP1 antagonist
CCOC(=O)COc1ccc(S(=O)(=O)NCc2cccnc2)cc1	4	2.2%	-1	0	0.5	-9	-3	-1	-13
CCCn1c(SCC(=O)N2CCN(S(=O)(=O)c3ccc(Cl)cc3)CC2)n[nH]c1=O	0	-0.2%	-7	12	0.4	-19	2	-6	-1
Cn1c(CNC(=O)CSc2n[nH]c(-c3ccccc3Cl)n2)nc2ccccc21	-1	2.9%	1	5	.	-7	.	-4	-18
COC(=O)c1ccccc1N(C)S(C)(=O)=O	4	-0.4%	2	-2	1.0	-3	4	5	-4
CCOC(=O)C1C(=O)OC(C)(C)C1C(CC)C(=O)c1ccccc1 (configuration not stated)	0	1.0%	-8	15	-5.8	-15	-15	6	-5
COc1ccccc1N1CCN(C(=O)COc2cccc(C)c2C)CC1	3	1.4%	0	0	-0.1	-10	-20	2	-12
CCOc1ccc(CNC(=S)N/N=C\c2ccc([N+](=O)[O-])cc2)cc1	2	0.2%	-6	6	-0.5	-3	-8	1	.
O=C(Nc1ccc2oc(-c3cccnc3)nc2c1)c1ccccc1F	1	1.9%	-1	-4	-0.3	7	.	12	-8
COc1ccc(-c2noc(CCC(=O)Nc3cccc(C)c3C)n2)cc1OC	-1	1.1%	0	-1	0.7	-5	.	0	.
Nc1ncnc(Sc2ncccn2)c1[N+](=O)[O-]	0	6.7%	-2	-3	1.4	.	-17	-1	-6
CC(C)(C)c1ccc(S(=O)(=O)N2CCC(N3CCCCC3)CC2)cc1	4	-3.2%	0	-5	1.2	-8	-1	-2	14
CCN(CC)S(=O)(=O)c1ccc(-c2nnc(SCC(=O)N3c4ccccc4CC3C)n2CC)cc1 (configuration not stated)	4	-0.3%	1	-2	0.2	-15	3	-5	0
CCOc1cc(N2CCOCC2)c(OCC)cc1NC(=O)C1CC(=O)N(c2ccc(C)cc2)C1 (configuration not stated)	3	-0.9%	5	1	-1.0	-3	1	3	1
CCC(=O)NC(c1ccco1)c1cc(Br)c2cccnc2c1O (configuration not stated)	3	-1.3%	5	.	.	-2	.	-1	.
